# NPY-Y1 PAM-ag: potentiates or activates human NPY-Y1 receptor. AID 1304. P25929. activation, % at 3.6 µM. NPY-Y1 expressing cells, potentiator/agonist activation. 0.37% of 220,000 active; in the data active = activation above about 33%, passing the limit was not always enough;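 note: cells stimulated with NPY at EC10 then isoproterenol at EC100; 0% = low agonist plus stimulus and 100% = saturating agonist plus stimulus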
# Target sequence (P25929 whole entry, looked up): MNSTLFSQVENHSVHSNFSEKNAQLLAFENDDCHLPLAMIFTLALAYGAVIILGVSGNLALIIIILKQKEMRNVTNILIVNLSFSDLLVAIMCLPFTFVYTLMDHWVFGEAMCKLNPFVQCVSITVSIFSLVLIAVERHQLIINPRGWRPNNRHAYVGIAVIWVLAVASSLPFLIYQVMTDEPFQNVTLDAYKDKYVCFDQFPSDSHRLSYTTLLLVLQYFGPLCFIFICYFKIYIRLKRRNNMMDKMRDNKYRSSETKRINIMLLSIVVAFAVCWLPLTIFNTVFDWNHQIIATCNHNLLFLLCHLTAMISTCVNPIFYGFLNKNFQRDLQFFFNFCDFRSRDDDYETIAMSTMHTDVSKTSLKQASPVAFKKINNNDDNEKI
# NPY-Y2 PAM-ag: human NPY-Y2 potentiation or agonism, primary screen; cells expressing NPY-Y2, potentiator/agonist read-out; 0.45% of 220,000 active; P49146; activation, % at 3.6 µM; in the data active = activation above about 27%;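 note: cells stimulated with NPY near EC25 plus isoproterenol at EC100; 0% = vehicle plus submaximal agonist and 100% = vehicle plus saturating agonist; some results beyond the cut were filed as inactive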
# Target sequence (P49146 whole entry, looked up): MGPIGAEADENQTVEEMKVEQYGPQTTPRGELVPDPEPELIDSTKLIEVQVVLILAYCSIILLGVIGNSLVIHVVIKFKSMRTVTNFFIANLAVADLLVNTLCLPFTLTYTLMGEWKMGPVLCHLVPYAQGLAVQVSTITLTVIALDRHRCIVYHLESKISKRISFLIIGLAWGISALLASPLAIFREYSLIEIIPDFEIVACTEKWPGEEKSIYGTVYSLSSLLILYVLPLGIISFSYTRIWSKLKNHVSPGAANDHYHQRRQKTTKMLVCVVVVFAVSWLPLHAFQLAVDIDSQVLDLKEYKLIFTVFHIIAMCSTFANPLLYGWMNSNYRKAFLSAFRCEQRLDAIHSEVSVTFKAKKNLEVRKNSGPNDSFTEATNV
# EP2 modulator: modulators of human EP2 prostaglandin E2 receptor; P43116; EP2-expressing cells, cAMP HTRF FRET, PGE2 co-stimulation; induction, % at 25 µM; 0.83% of 260,000 active; AID 940;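 active = compounds whose cAMP rise, as percent of the full-agonist control response, exceeds 60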;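 note: rat C6 glioma line stably carrying human EP2 under a CMV promoter; the protocol text gives 20 µM as final concentration; 100% = response of wells given 1 µM PGE2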
# S1P4 ag: activates the human S1P4 receptor | activation, % at 4.98 µM | O95977 | 0.35% of 220,000 active | S1P4-expressing cell line, agonist reporter assay; in the data active = activation above about 11%;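 note: 0% = DMSO vehicle and 100% = reference agonist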
# eIF4E-4G inh: eIF4E/eIF4G interaction inhibition in translation initiation. inhibition, % at 21.7 µM. 0.37% of 220,000 active. TR-FRET eIF4E-eIF4GI(517-606) binding, 2 h. AID 782;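 active = inhibition above about 30%, limit read from the data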;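 note: 0% = full FRET control wells and 100% = background wells lacking eIF4GI fragment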
# p97 inhibitor: inhibitors of human p97 ATPase; inhibition, % at 8 µM; recombinant p97 ATPase, Kinase-Glo ATP luminescence, 3 h; 0.42% of 220,000 active; in the data active = inhibition above about 15%;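 note: 0% = DMSO vehicle and 100% = wells lacking enzyme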
# NPY-Y1 antag: antagonists of human neuropeptide Y receptor Y1; P25929; HEK293-CNG Y1 cells, membrane potential fluorescence; NPY at EC95, then isoproterenol; inhibition, % at 3.6 µM; 1% of 200,000 active; AID 1040;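 active = inhibition above the campaign mean inhibition of all tested compounds plus 3 SD, cut at about 20% in these data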;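 note: 0% = DMSO wells given NPY plus isoproterenol and 100% = isoproterenol alone without NPY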
#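 System: HEK293 cells with Y1 receptor plus CNG channel / Probe or stimulus: NPY 25 nM then isoproterenol 1 µM plus Ro 20-1724 25 µM / Compound: one concentration, 3.6 µM, in 0.4% DMSO / Schedule: compound incubation 1 h at room temperature, readout 45 min post-stimulation / Measured by: membrane potential fluorescence / Read-out: % inhibition of NPY effect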
# S1P4 antag: blocks the human S1P4 receptor; O95977; S1P4-expressing cells, antagonist mode, reporter read-out; inhibition, % at 4.98 µM; 0.26% of 220,000 active; in the data active = inhibition above about 29%;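 note: 0% = wells stimulated with agonist and 100% = vehicle wells without agonist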
# PGE2 EP2 inh: EP2 receptor (human) inhibition; C6 glioma cells expressing human EP2, cAMP TR-FRET; cells stimulated with saturating PGE2; inhibition, % at 25 µM; 0.52% of 260,000 active;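 active = percent inhibition above 40 after rounding to a whole number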;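 note: rat C6 glioma host cells with rolipram phosphodiesterase inhibitor present; the protocol text gives 20 µM as final concentration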
# Numbers without * were called inactive; · = not tested or not shown; & = joins results of further samples; [ ] = dose if it differs, or a comment. A portion of the library. The share of hits here may be higher or lower than overall.
# Every second line gives: S1P4 antag, p97 inhibitor, NPY-Y1 antag, NPY-Y2 PAM-ag, NPY-Y1 PAM-ag, PGE2 EP2 inh, S1P4 ag, eIF4E-4G inh, EP2 modulator
O=C(CCC1CCCC1)N1CCN(C(=O)COc2ccccc2)CC1
  -6, 6, -5, 14, 2, 15, 1.8, 2, -6
COc1ccc(CCNC(=O)c2c([S-])n(-c3ccc(C)cc3)c3cccc[n+]23)cc1
  -18, 5, ·, 1, 16, 4, 0.2, -12, -8
O=[N+]([O-])c1ccc(N2CCCCC2)cn1
  3, -3, -2, -5, -3, 7, -1.9, -1, 20
COc1ccc(C2C(C(=O)Nc3ccccn3)=C(C)Nc3ncnn32)c(OC)c1 (stereo not given)
  -6, -2, -3, -5, 6, 8, 1.5, 0, 1
O=C(Nc1ccc(Cl)cc1C(F)(F)F)C(Sc1nnc(-c2cccs2)o1)c1ccccc1 (stereo not given)
  -2, 1, 3, -5, -5, 6, 4.1, -3, 3
CN(C)CCCNC1=CC(=O)OC12CCCCC2
  -10, 3, 5, -3, -5, 2, 0.6, 3[fluorescence artefact?], 15
O=C(N1CCN(c2cccc(Cl)c2)CC1)C1(c2cccs2)CCOCC1
  26, 5, 11, 3, 26, 7, 3.9, -1, 3
Cn1cc(Cl)c(C(=O)Nc2nc3ccccc3s2)n1
  -1, -16, -3, 8, 8, 20, -0.1, 3, -39
Cc1cccc(NC(=S)N/N=C/c2c[nH]c3ccccc23)c1
  -37, 5, -6, 10, 42, 9, 1.8, 12, -34
COc1ccc(S(=O)(=O)Cc2ccc(C(=O)N3CCCC3)o2)cc1
  -19, -6, 8, 11, -5, 18, 2.0, 0, -24

# Looked up by structure from above (2):
# Every second line gives: S1P4 antag, p97 inhibitor, NPY-Y1 antag, NPY-Y2 PAM-ag, NPY-Y1 PAM-ag, PGE2 EP2 inh, S1P4 ag, eIF4E-4G inh, EP2 modulator
COc1ccc(C2C(C(=O)Nc3ccccn3)=C(C)Nc3ncnn32)c(OC)c1 (stereo not given)
  -6, -2, -3, -5, 6, 8, 1.5, 0, 1
O=C(N1CCN(c2cccc(Cl)c2)CC1)C1(c2cccs2)CCOCC1
  26, 5, 11, 3, 26, 7, 3.9, -1, 3

# (listing goes on)
# Every second line gives: S1P4 antag, p97 inhibitor, NPY-Y1 antag, NPY-Y2 PAM-ag, NPY-Y1 PAM-ag, PGE2 EP2 inh, S1P4 ag, eIF4E-4G inh, EP2 modulator
COc1ccc(CCC(C)NCC2CCCCC2)cc1 (stereo not given)
  -2, 1, 4, -6, 25, 9, -0.4, 6, 20
Cc1cc2cc(CCNC(=O)C(=O)c3c[nH]c4ccccc34)c(=O)[nH]c2cc1C
  -10, 6, -1, 2, -12, 13, 0.1, 1, -71
Cc1cc(C)n(C(=O)CCNC(=O)c2ccccc2Br)n1
  3, 6, -2, 0, -1, 9, -0.9, -4, 12
Cc1csc(Nc2ccc(Cl)cc2)[n+]1-c1ccc(Cl)cc1
  -2, -5, 10, -23, -33, 5, -1.4, -3, 27
S=C(Nc1ccc(N2CCOCC2)cc1)Nc1ccc2snnc2c1
  11, 3, 0, -7, 6, 5, 1.2, 3, -79
Cc1cc(C)nc(SCC(=O)Nc2ncc(Cc3cccc(Cl)c3)s2)n1
  -8, 3, 4, 2, 5, 5, 0.4, -3[fluorescence artefact?], 2
CCCc1nc(SCC(=O)N2CCc3ccccc32)c2c(C)c(C)sc2n1
  -17, 4, 4, -17, 1, ·, 0.1, -3[fluorescence artefact?], 23
O=C(/C=C/c1cccs1)Nc1cccnc1
  -7, 1, 6, 10, 10, 9, 1.0, 21, -16
CCCN(CC(=O)Nc1ccc(F)c(F)c1F)CC(=O)Nc1c(Cl)cccc1Cl
  -6, 2, 18, -6, -5, 2, 3.6, 1, -3
O=C(COC(=O)C1CCCO1)Nc1cccc(C(F)(F)F)c1 (stereo not given)
  -2, -2, -4, -5, -1, 16&12, 0.9, -4, 21&4
COc1ccc(OC)c2sc(NC(=O)c3ccc(Cl)s3)nc12
  -10, 7, 5, 5, 2, 7, -7.6, 7, 14
CCCCOc1cccc(C(=O)O)c1
  -14, 2, 3, -4, 0, 11, -1.1, -7[fluorescence artefact?], 2
O=C(ON=C1CCN(S(=O)(=O)c2ccccc2)CC1)c1ccc(F)cc1
  -13, -6, -3, -1, 22, 11, 0.8, 3, 11
Cc1cc(N(CC(=O)NC2CC2)S(C)(=O)=O)ccc1Br
  -4, 3, 4, 10, -2, 9, 2.2, -3, -37
CCOc1ccc(CN(C)CC(=O)Nc2ccc([N+](=O)[O-])cc2Cl)cc1
  -7, 3, 0, -5, -12, 4, 1.9, 1, -8
Cn1cc(SCC(=O)N2CCN(c3ccccc3)CC2)c2ccccc21
  -9, -10, 5, 14, -3, ·, 1.2, -3, 6
CCOc1cc(S(=O)(=O)n2nc(C)cc2C)ccc1Br
  5, -5, 8, 7, 10, 4, 0.8, -1, 20
CCc1cccc(NC(=S)N(CCOC)C(C)c2ccco2)c1 (stereo not given)
  9, -3, ·, -14, -6, 5, 0.7, -3, -2
Cc1csc(SCC(=O)NCCc2ccc(Cl)cc2Cl)n1
  -10, -1, 6, -6, -7, 0, -0.4, -3, 16
O=C1CC(O)(c2ccccc2)C(c2ccccc2)=C1c1ccccc1 (stereo not given)
  -8, 3, 1, 4, -18, 10, 1.2, -1, 76*
Cc1ccc(C(=O)COC(=O)CCCC(=O)Nc2cc(C(F)(F)F)ccc2Cl)cc1C
  -15, -6, 9, 4, -14, 6, -0.8, 1, 3
CCOC(=O)C1C(=O)NC(c2ccccc2)=NC1c1cccc(Br)c1 (stereo not given)
  1, -7, 1, -10, -12, 6, 0.1, 4, 11
N#Cc1c(N)c(C(=O)c2ccccc2)n2c1CCC2
  -12, 4, -2, 8, 15, 2, 1.1, -8, 36
Cc1ccc(/C=N/NC(=O)Cn2nc(C)c(Br)c2C)o1
  -11, 0, 1, -3, -1, 4, 0.1, -17, -7
CC1=C(C(=O)OC(C)C)C(c2cccs2)N2C(=O)C(C)SC2=N1 (stereo not given)
  -4, 1, 11, 12, -8, 13, -0.7, 2, 21
Cn1c(COc2ccc(Cl)cc2)nnc1SCC(=O)NC1CCCCC1
  -20, 3, 3, 6, 21, 10, 0.3, ·, ·
CCOc1ccc(CCNC(=O)CSc2cc(=O)n(CC)c3ccccc23)cc1OCC
  -6, -3, 6, 2, -4, 25, 0.8, -5, 38
Cc1cc(NC(=O)CCC(=O)N(c2ccc(F)cc2)C(C(=O)NC2CCCC2)c2ccncc2)no1 (stereo not given)
  -6, 4, 0, -26, 2, ·, -0.4, 4, -10
CCOC(=O)c1nnsc1-c1ccc(-c2snnc2C(=O)OCC)cc1
  -4, 3, ·, -5, -8, 4, -0.6, 1, -9
Cc1ccc(C(=O)N[C@H](C(=O)OCC(=O)c2ccc[nH]2)C(C)C)cc1
  9, 1, -2, 17, 6, 2, -0.6, 12[fluorescence artefact?], 0

# Full records, quoted from the list. Values in the order: S1P4 antag	p97 inhibitor	NPY-Y1 antag	NPY-Y2 PAM-ag	NPY-Y1 PAM-ag	PGE2 EP2 inh	S1P4 ag	eIF4E-4G inh	EP2 modulator
# Cc1ccc(/C=N/NC(=O)Cn2nc(C)c(Br)c2C)o1 reads -11	0	1	-3	-1	4	0.1	-17	-7
# CCOC(=O)c1nnsc1-c1ccc(-c2snnc2C(=O)OCC)cc1 reads -4	3	·	-5	-8	4	-0.6	1	-9
# CCOC(=O)C1C(=O)NC(c2ccccc2)=NC1c1cccc(Br)c1 (stereo not given) reads 1	-7	1	-10	-12	6	0.1	4	11
# Cc1cc(NC(=O)CCC(=O)N(c2ccc(F)cc2)C(C(=O)NC2CCCC2)c2ccncc2)no1 (stereo not given) reads -6	4	0	-26	2	·	-0.4	4	-10

# Further entries follow.
# Every second line gives: S1P4 antag, p97 inhibitor, NPY-Y1 antag, NPY-Y2 PAM-ag, NPY-Y1 PAM-ag, PGE2 EP2 inh, S1P4 ag, eIF4E-4G inh, EP2 modulator
COC(=O)CSc1nc2nc(C)c(Br)cc2[nH]1
  -5, 4, 8, -10, 10, 7, 0.5, -9[fluorescence artefact?], -9
Nc1c(C(=O)Nc2ccccc2)sc2ncc([N+](=O)[O-])cc12
  -7, 6, ·, 22, 26, 16, 2.1, -7, -24
[O-][n+]1onc2c1CCc1[nH]c(-c3ccccc3)nc1-2
  -11, 37*, -3, -6, -6, 3, 1.1, -2, -6
COc1ccccc1-n1cnc2cc(C(=O)NCc3ccco3)ccc21
  -4, -4, 1, 3, -15, 11, -0.2, 4, -22
Cc1cccc(-n2nnnc2SCC(=O)N(CC(C)C)c2c(N)n(CC(C)C)c(=O)[nH]c2=O)c1
  -10, 2, 11, -12, 8, 16, -1.6, -3, -5
CCNC(=O)c1sc2cc(C)ccc2c1Cl
  4, 1, 6, -8, -13, 6, 0.4, 0, -9
C=CCn1nc2n(c1=O)-c1ccccc1SC2
  9, 2, ·, -20, 9, 6, 0.4, -1, 5
O=C(CN1CCN(c2nc(-c3ccccc3)cs2)CC1)NNC(=O)c1ccc(Br)cc1
  2, 8, 3, -1, 6, 6, -1.2, 3, 7
COc1ccc(C(=O)C2CCN(C(=O)c3ccc(C)cc3)CC2)cc1
  -5, -4, -3, 7, 10, 7, -1.2, -2, -35
CC(C)OCCCn1c(=S)[nH]c2ccc(N3CCOCC3)cc2c1=O
  -8, 1, 12, 15, 18, 9, 1.2, -4, -12
O=C(Nc1cccc(Cl)c1)N(Cc1nc2ccccc2c(=O)[nH]1)Cc1cccs1
  -17, 2, 6, 4, -12, 7, 0.1, 7, -9
CCc1nc(SCC(=O)N2CCN(C(=O)c3ccco3)CC2)c2c3c(sc2n1)CCCC3
  -7, 0, 4, 2, -10, 11&9, 0.2, 3, -12&13
CCOC(=O)C1CCN(C(=O)COc2ccc(Br)cc2Br)CC1
  -3, -7, 0, -10, 1, 6, -0.1, 6, -49
O=C(CN1C(=O)C2C3CCC(C3)C2C1=O)OCC(=O)c1cccc([N+](=O)[O-])c1 (stereo not given)
  -20, 3, 3, 7, -12, 10, 1.4, -3, -1
Cc1ccc2nc(NCc3ccccc3)c(C#N)cc2c1
  -7, 1, ·, -24, -30, 5, 1.2, -3, -14
O=C(CN(C1CC1)S(=O)(=O)c1ccc(S(=O)(=O)N2CCCCCC2)cc1)Nc1ccccc1
  14, 1, -6, -8, -18, 15, -3.1, 8, 19
O=C(NCCC1CC1(Cl)Cl)Nc1ccccc1 (stereo not given)
  -12, 23*, ·, -13, 7, 2, 1.1, -5, -9
Cc1csc(NC(=O)C2CCC(C)(C(=O)O)C2(C)C)n1 (stereo not given)
  15, 4, 6, 5, 0, 14, 2.7, -4, 10
O=C(NCc1cccnc1)c1ccc(CS(=O)(=O)Cc2ccc(Cl)cc2)o1
  -5, 9, 1, 8, 13, 14, -1.4, -9, 21
O=C(Nc1ccccc1)c1cccnc1NCCc1ccccc1
  5, -5, -5, 1, -9, 7, 8.8, 4, 8
Cn1cc(Br)c(C(=O)N2CCN(c3cccc(Cl)c3)CC2)n1
  -13, -4, 1, 7, 14, 9, -2.5, -6, -39

# Source: PubChem
